From PubChem
rCAG binder – molecules binding r(CAG) RNA repeats | r(CAG) RNA repeat, TO-PRO-1 dye displacement fluorescence | inhibition, % at 3 µM | hit rate 1.3% among 370,000;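 active = inhibition above the plate cutoff, the mean of all test compounds on that plate plus 3 SD, cut at about 35% in these data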;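 note: 0% = DMSO alone and 100% = 100 µM mitoxantrone as full dye displacement; higher means more dye released from RNA so lower well fluorescence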
PG9 Ab binder – binds the HIV-1 gp120 antibody PG9. inhibition, % at 6.7 µM. hit rate 0.43% among 360,000. TR-FRET gp120-PG9 antibody binding; in the data active = inhibition above about 8.5%
LEDGF integ inh – blocks HIV-1 LEDGF/p75-dependent DNA integration. TR-FRET IN-LEDGF/p75 DNA integration, Eu/Cy5. inhibition, % at 3.7 µM. hit rate 0.64% among 370,000;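 active = inhibition above the screen-wide mean plus 3 SD, cut at about 13% in these data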;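 note: signal is the Cy5 over europium emission ratio at 671 and 618 nm; 0% = plate median of compound wells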
MBD2 DNA inh – MBD2-methylated oligo binding inhibition. TR-FRET, MBD2 binding to methylated oligonucleotide. inhibition, % at 4.4 µM. hit rate 0.31% among 370,000. AID 686964; in the data active = inhibition above about 13%
HTRA1 inhibitor – inhibitors of human serine peptidase HTRA1; inhibition, % at 5.96 µM; Q92743; recombinant HTRA1, FP-rhodamine activity-based probe, fluorescence polarization; hit rate 0.5% among 340,000; in the data active = inhibition above about 36%;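 note: 0% = enzyme with DMSO and 100% = wells lacking enzyme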
UHRF1 MBD2 ctr – human UHRF1 methylated DNA binding inhibitors | inhibition, % at 4.4 µM | AID 687016 | UHRF1 binding to methylated oligo, TR-FRET | hit rate 0.75% among 370,000; in the data active = inhibition above about 21%;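 note: UHRF1 SRA domain binding a hemimethylated CpG hairpin DNA probe; 0% = median of test compound wells and 100% = reference inhibitor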
Target sequence (Q96T88 whole entry, looked up, the tested form may be a part): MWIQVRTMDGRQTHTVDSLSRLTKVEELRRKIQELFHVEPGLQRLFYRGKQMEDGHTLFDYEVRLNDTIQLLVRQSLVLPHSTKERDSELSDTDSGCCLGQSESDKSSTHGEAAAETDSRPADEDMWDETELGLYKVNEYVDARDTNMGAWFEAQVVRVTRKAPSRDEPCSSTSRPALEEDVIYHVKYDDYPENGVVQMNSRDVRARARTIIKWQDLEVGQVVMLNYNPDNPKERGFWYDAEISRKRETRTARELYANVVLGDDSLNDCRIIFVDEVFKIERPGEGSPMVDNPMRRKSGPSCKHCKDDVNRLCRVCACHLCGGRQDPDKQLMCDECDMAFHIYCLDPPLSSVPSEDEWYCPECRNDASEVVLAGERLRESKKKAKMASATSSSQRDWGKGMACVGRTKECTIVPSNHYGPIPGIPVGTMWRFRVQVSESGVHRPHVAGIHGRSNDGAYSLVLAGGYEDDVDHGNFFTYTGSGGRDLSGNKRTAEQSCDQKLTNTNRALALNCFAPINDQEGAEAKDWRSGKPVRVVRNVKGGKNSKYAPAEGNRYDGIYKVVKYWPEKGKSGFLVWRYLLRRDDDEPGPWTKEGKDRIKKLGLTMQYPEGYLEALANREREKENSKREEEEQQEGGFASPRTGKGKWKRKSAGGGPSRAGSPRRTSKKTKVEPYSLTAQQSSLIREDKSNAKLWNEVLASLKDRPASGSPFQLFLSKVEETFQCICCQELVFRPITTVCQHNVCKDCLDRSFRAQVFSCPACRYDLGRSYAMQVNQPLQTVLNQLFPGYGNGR
mABHD4 FP – inhibits mouse alpha/beta hydrolase domain 4; hit rate 0.54% among 370,000; purified mABHD4, FP-Rh probe fluorescence polarization; Q8VD66; inhibition, % at 8.92 µM;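 active = inhibition exceeding the mean over every tested compound plus 3 SD, cut at about 30% in these data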;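 note: 0% = plate median of compound wells and 100% = S159A mutant with DMSO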
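Material: mouse ABHD4 enzyme, wild type; Benchmarks: S159A mutant high control, sample median low control; Buffer or medium: HEPES pH 7.0, NaCl, Pluronic buffer; Signal: fluorescence polarization; Read-out: percent inhibition of probe binding, normalized to plate controls; Timing: pre-incubation 45 min, probe exposure 60 min, at 25 °C; Dosing: 8.92 µM, single dose.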
Rev-erbA mod – Rev-erb alpha (human) modulation | P20393 | activity, % at 10 µM | Rev-erbα–FITC-DNA binding, fluorescence polarization, 90 min | hit rate 0.79% among 370,000 | AID 1259318;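 active = activity above about 14%, limit read from the data; passing the limit was not always enough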;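 note: 0% = DMSO wells with 35 nM protein and 100% = DMSO wells with 750 nM protein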
TCR CD3 inh – blocks the human TCR-CD3 interaction. TAMRA-labeled TCR probe fluorescence, biochemical. inhibition, % at 9.4 µM. hit rate 0.37% among 360,000. AID 651800; in the data active = inhibition above about 19%;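 note: recombinant mutant TCR 2C K166C tagged with TAMRA read by polarization; 0% = receptor in buffer alone and 100% = receptor with positive control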
PRMT1 FP inh – blocks human protein arginine methyltransferase 1 | hit rate 1.3% among 370,000 | recombinant PRMT1, activity-based probe fluorescence polarization | inhibition, % at 2.79 µM | Q99873;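 active = inhibition above about 21% made by adding two undisclosed values, limit read from the data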
Active calls of the source: *; . = no result given. Only part of the results is shown (hit frequency here may not be typical).

Every second line gives: LEDGF integ inh, MBD2 DNA inh, mABHD4 FP, PG9 Ab binder, rCAG binder, TCR CD3 inh, HTRA1 inhibitor, UHRF1 MBD2 ctr, PRMT1 FP inh, Rev-erbA mod
COc1cc(C(O)CN)ccc1O (stereo not drawn)
    -1, 2, -4, -1.9, 0, 1, 0, -1, -2, -7
COC(=O)C1=C(c2ccc(OC(F)(F)F)cc2)C[C@@H]2CC[C@H]1N2C(=O)NCc1ccco1
    4, -7, 12, -0.2, 0, -3, ., -2, 1, -3
O=c1c([N+](=O)[O-])cn(O)cc1[N+](=O)[O-]
    2, -6, 4, -1.7, 2, 0, 6, -6, -1, 5
COc1c(C)cc(C(=O)C2CCCN(Cc3ccccn3)C2)cc1C (stereo not drawn)
    0, 0, 3, -0.8, -7, -4, 2, -3, 0, -4
Cc1ccsc1CNCCc1ccc(F)cc1
    3, -1, 3, -2.8, -2, 4, 8, 2, 0, 4
CC/C(=N\Nc1ccccc1)c1c(O)n(C)c(=O)n(C)c1=O
    0, 1, 2, -1.6, -1, -2, 6, -1, 2, -5
O=C1N(c2nncs2)CCN1[N+](=O)[O-]
    0, -1, -2, 1.2, 9, -1, -7, 1, 2, 3
C[C@]12CCC(=O)C[C@@H]1CC[C@@H]1[C@@H]2CC[C@]2(C)[C@@H](O)CC[C@@H]12
    3, -4, -4, -2.1, 1, 2, -5, -3, -3, 3
C=CCN(CC=C)C(=O)CCN1CC1C (stereo not drawn)
    -3, -1, 0, -4.8, 0, 4, 0, 0, 1, -1
CNS(=O)(=O)c1ccc(-c2ccc(C=C3C(=O)NC(=O)NC3=O)o2)cc1
    1, 0, 1, -3.5, 2, -5, -6, 11, 4, 3
C/C(=N\NC(=O)c1ccccc1O)c1c(O)n(Cc2ccccc2)c(=O)[nH]c1=O
    2, -7, 25, 0.5, 86*, 34*, 23, -4, 3, -6
CCCc1[nH]nc2c1C1(C(=O)N(Cc3ccccc3)c3ccccc31)C(C(=O)OC)=C(N)O2 (stereo not drawn)
    0, 0, -5, 1.1, -8, 2, -22, 5, -3, -2
CC(=O)OC1N=C(c2ccc(Cl)cc2)c2cc(Br)ccc2NC1=O (stereo not drawn)
    1, -2, 4, 2.6, -1, 7, -12, 1, 0, .
CC(C)(C)NC(=O)CN1C(=O)[C@@H](Cc2c[nH]c3ccccc23)N=C(c2ccccc2)c2ccccc21
    5, -1, -8, ., 5, ., ., -4, -3, 2
CCC(C)N1C(=O)NC(=O)C2(Cc3c(ccc4ccccc34)N(C)C2)C1=O (stereo not drawn)
    -3, -3, 10, -1.5, 0, 3, 9, -2, 19, -5
CC(C)=CCC12CN3CCN(CC(C3)C1=O)C2
    0, -4, 4, 1.9, -2, 0, 2, -2, -4, 3
COc1ccc(C2SCC(=O)Nc3c2c(=O)[nH]n3C2CCCCCC2)cc1 (stereo not drawn)
    4, -1, 2, -1.5, -1, 5, -5, -3, -2, -1
CCOC(=O)c1c(-n2c(C)cc(/C=C3\C(=O)NC(=O)N(C)C3=O)c2C)sc2c1CCCC2
    2, -4, 5, -2.4, 0, 3, -6, -4, 10, -2
C=C1C(=O)[C@@]23C[C@H]4[C@@H]5[C@@]6(C)CCC[C@@]57[C@@H]2[C@@H](O)[C@@H]1C[C@H]3[C@H]7N4C6
    0, 1, -2, -0.2, 0, -1, 4, -3, -1, 1
c1coc(CN2Cc3ccccc3-n3nncc3C2)c1
    -7, 5, -11, -0.8, 4, -13, 13, 1, 9, 0
O=[N+]([O-])c1ccc(NCc2ccc(Cl)cc2)c2ccncc12
    3, 3, -2, -2.1, 3, 2, 8, -9, 2, 2
Cc1ccc(-c2cc(-c3ccc(C)cc3)[n+](C)o2)cc1
    -3, 3, 15, 0.1, 2, 6, 9, -3, -1, -2
CCn1ccnc1CN1CCCC(C(=O)c2cc(F)ccc2OC)C1 (stereo not drawn)
    5, 1, -7, -1.7, -6, 2, -5, 0, -3, 1
Cn1cc(C(O)CN2CCCCC2)c2ccccc21 (stereo not drawn)
    4, 4, 4, -2.9, -1, -2, 3, 2, 1, -2
O=c1c2ccccc2nc(/C=C/c2ccc3c(c2)OCO3)n1-c1ccccc1
    1, -2, -8, -2.0, 1, -10, -5, 2, -2, 3
CC1=CP(=O)(Oc2ccc([N+](=O)[O-])cc2)CC1 (stereo not drawn)
    0, 4, 4, 0.9, 4, 2, 5, -2, -1, -5
CC(C)n1c(=O)c(C=Nc2ccc(S(N)(=O)=O)cc2)c(O)n(Cc2ccco2)c1=O
    17*, 7, -12, 0.2, 35*, -12, -1, 8, 3, -3
Cc1ncoc1C(=O)NCC1=C(c2ccc(S(C)(=O)=O)cc2)C[C@@H]2CC[C@H]1N2Cc1ccco1
    2, 9, -16, -1.0, 4, -4, 2, 3, 9, 3
CN1CCN(c2ccc(N)c(N3CCN(C)CC3)c2)CC1
    2, -3, -3, -5.8, -5, -9, -7, 9, 3, -8
O=C1NC(=S)NC(=O)C12C(c1ccc(F)cc1)NC(=S)NC2c1ccc(F)cc1 (stereo not drawn)
    -1, -2, 6, 0.1, -2, 4, -7, 2, -2, 0

Taken from above.
Reading for `c1coc(CN2Cc3ccccc3-n3nncc3C2)c1` under mABHD4 FP: -11
Reading for `CC(=O)OC1N=C(c2ccc(Cl)cc2)c2cc(Br)ccc2NC1=O` (stereo not drawn) under PRMT1 FP inh: 0
Reading for `CCn1ccnc1CN1CCCC(C(=O)c2cc(F)ccc2OC)C1` (stereo not drawn) under Rev-erbA mod: 1

Single records, as listed above. Order of screens: LEDGF integ inh, MBD2 DNA inh, mABHD4 FP, PG9 Ab binder, rCAG binder, TCR CD3 inh, HTRA1 inhibitor, UHRF1 MBD2 ctr, PRMT1 FP inh, Rev-erbA mod
CC(C)n1c(=O)c(C=Nc2ccc(S(N)(=O)=O)cc2)c(O)n(Cc2ccco2)c1=O as listed: 17*, 7, -12, 0.2, 35*, -12, -1, 8, 3, -3
C=C1C(=O)[C@@]23C[C@H]4[C@@H]5[C@@]6(C)CCC[C@@]57[C@@H]2[C@@H](O)[C@@H]1C[C@H]3[C@H]7N4C6 as listed: 0, 1, -2, -0.2, 0, -1, 4, -3, -1, 1
CCCc1[nH]nc2c1C1(C(=O)N(Cc3ccccc3)c3ccccc31)C(C(=O)OC)=C(N)O2 (stereo not drawn) as listed: 0, 0, -5, 1.1, -8, 2, -22, 5, -3, -2
CN1CCN(c2ccc(N)c(N3CCN(C)CC3)c2)CC1 as listed: 2, -3, -3, -5.8, -5, -9, -7, 9, 3, -8
c1coc(CN2Cc3ccccc3-n3nncc3C2)c1 as listed: -7, 5, -11, -0.8, 4, -13, 13, 1, 9, 0

A draw from above in order of number of heavy atoms, descending:
Every second line gives: LEDGF integ inh, MBD2 DNA inh, mABHD4 FP, PG9 Ab binder, rCAG binder, TCR CD3 inh, HTRA1 inhibitor, UHRF1 MBD2 ctr, PRMT1 FP inh, Rev-erbA mod
CC(C)(C)NC(=O)CN1C(=O)[C@@H](Cc2c[nH]c3ccccc23)N=C(c2ccccc2)c2ccccc21
    5, -1, -8, ., 5, ., ., -4, -3, 2
Cc1ncoc1C(=O)NCC1=C(c2ccc(S(C)(=O)=O)cc2)C[C@@H]2CC[C@H]1N2Cc1ccco1
    2, 9, -16, -1.0, 4, -4, 2, 3, 9, 3
O=C1NC(=S)NC(=O)C12C(c1ccc(F)cc1)NC(=S)NC2c1ccc(F)cc1 (stereo not drawn)
    -1, -2, 6, 0.1, -2, 4, -7, 2, -2, 0

Following part.
Every second line gives: LEDGF integ inh, MBD2 DNA inh, mABHD4 FP, PG9 Ab binder, rCAG binder, TCR CD3 inh, HTRA1 inhibitor, UHRF1 MBD2 ctr, PRMT1 FP inh, Rev-erbA mod
CC[C@H](C(N)=O)N1CCCC1=O
    5, -1, 2, ., 1, ., ., 1, -4, 0
O=C1NC(=O)N(c2ccccc2F)C(=O)/C1=C/c1ccc(Sc2nc3ccccc3[nH]2)o1
    22*, -5, -346, 4.5, 46*, -142, -59, 9, 25*, 4
CCC(=Nc1ccccc1NC(C)=O)c1c(O)n(C)c(=O)n(C)c1=O
    -3, 2, 4, -1.5, -1, -5, -6, 0, 2, -5
CC(=NCCN1CCCCC1)c1c(O)[nH]c(=O)[nH]c1=O
    -1, 0, 4, 0.7, 0, -5, -4, 8, 8, 0
CNC(=O)Oc1ccc(-c2cn3cc(C)ccc3n2)cc1
    -7, 4, 6, -1.4, -4, -12, 5, 6, 3, -3
O=C(COc1ccc(Cl)cc1)N1CCN(Cc2ccc([N+](=O)[O-])cc2)CC1
    1, -3, 15, -1.6, -6, 4, -1, 2, 2, -1
COC(=O)C1=C(c2ccc(OC)c(OC)c2)C[C@@H]2CC[C@H]1N2C(=O)N1CCCCC1
    0, 2, 4, -0.4, -9, -3, 4, 1, 0, 3
Cn1nc(N)c2c1N=P(N1CCOCC1)(N1CCOCC1)N=C2c1ccccc1
    -2, -3, 0, -0.2, -2, -3, 6, -1, -3, -7
O=C(CN1CCCCC1)c1ccc(OC(F)F)cc1
    1, -3, -2, -0.2, -2, 1, 2, 0, 1, -1
COC(=O)C1=C(c2ccc(F)cc2F)C[C@@H]2CC[C@H]1N2C(=O)NCc1ccc(C(F)(F)F)cc1
    -2, -3, 4, -0.8, -6, 11, -12, -2, -1, 2
C#CC1(O)CCC2C3CCC4=CC(=O)CCC4=C3C=CC21C (stereo not drawn)
    -4, 4, 14, 0.3, 4, -2, 3, -1, 9, 0
CCCN1C2CCCC1CC(NC(C)=O)C2 (stereo not drawn)
    -1, 2, 4, 0.4, -1, 10, 0, -2, -1, 1
Cc1c(C)c2ccc(OCC(=O)N3CCN(Cc4ccccc4)CC3)cc2oc1=O
    0, -5, 1, 0.2, -1, -6, 1, 2, 2, 4
CC(NS(=O)(=O)OCC(Cl)(Cl)Cl)c1ccccc1 (stereo not drawn)
    -1, -3, -2, -0.1, -1, 3, 1, -5, 1, -1
CSc1ccc(C(=O)C2CCCN(Cc3cnc(SC)nc3)C2)cc1 (stereo not drawn)
    -2, -6, 0, -1.6, -2, 7, -8, -3, -2, -3
CN1CCN(C(=O)COc2ccc(Oc3ccccc3)cc2)CC1
    3, -1, 2, -2.5, -5, 1, 0, -2, -1, 4
Cc1ccc2c(c1)C1CN(C)CCC1N2S(=O)(=O)c1ccccc1 (stereo not drawn)
    4, 0, -9, 0.2, -1, 3, 1, -5, -3, 1
CC(CCc1ccccc1)NCCC#N (stereo not drawn)
    4, 1, 6, -0.7, 0, 0, 5, 2, -1, -1
CCS(=O)(=O)Nc1cccc(C(=C2CCCCC2)c2cnc[nH]2)c1
    -4, 3, 6, 1.3, 0, -2, 2, 2, 5, -2
